Screening results as filed in PubChem.
FLuc counter: qHTS profiling assay for firefly luciferase inhibitor/activator using purifed enzyme and Km concentrations of substrates (counterscreen for miR-21 project). Potency, µM (doses to about 57.5 µM), for the others: top-dose activity change, negative = inhibition, most hits filed as inhibitors. purified FLuc, Km substrates, luminescence inhibition. 6.9% of 360,000 active. AID 588342, 2011. Luciferin 4-monooxygenase (Photinus pyralis), P08659; active means well fitted inhibition curve with a large enough effect; inconclusive means small, poorly fitted or top-dose-only effect;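 further: plate controls were vehicle for no effect and reference inhibitor for full effect; nearly all actives have a fitted effect of over 55% in size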
Target sequence (P08659 whole entry, looked up): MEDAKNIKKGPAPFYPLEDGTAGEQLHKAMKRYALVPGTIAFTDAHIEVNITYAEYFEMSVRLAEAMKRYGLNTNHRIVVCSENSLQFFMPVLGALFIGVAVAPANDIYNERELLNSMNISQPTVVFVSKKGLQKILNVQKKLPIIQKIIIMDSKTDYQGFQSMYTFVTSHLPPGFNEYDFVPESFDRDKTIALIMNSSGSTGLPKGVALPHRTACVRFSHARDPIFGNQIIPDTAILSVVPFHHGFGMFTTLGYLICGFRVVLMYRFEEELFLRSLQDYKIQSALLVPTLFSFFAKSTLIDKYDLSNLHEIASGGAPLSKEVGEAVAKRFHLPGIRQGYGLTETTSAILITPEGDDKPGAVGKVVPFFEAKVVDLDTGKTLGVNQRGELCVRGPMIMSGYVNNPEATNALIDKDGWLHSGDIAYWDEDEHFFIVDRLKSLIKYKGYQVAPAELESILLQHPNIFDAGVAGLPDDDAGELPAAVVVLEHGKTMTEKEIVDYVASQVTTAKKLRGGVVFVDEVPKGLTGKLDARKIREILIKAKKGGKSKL
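Purified P. pyralis luciferase, 10 nM final, with Km-level 10 uM D-luciferin and 10 uM ATP in 50 mM Tris acetate pH 7.5, 10 mM Mg acetate, 0.01% Tween-20, 0.05% BSA; 6-point qHTS titration about 60 µM downward; luminescence read.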
An asterisk follows results filed as active; ? = inconclusive. Potency means the concentration at half of the fitted maximal effect.

Compound	FLuc counter
CC(C)c1nc2ccc(C(=O)NCCCN3CCN(c4ccc(F)cc4)CC3)cc2o1	0%
Cc1cccc(CSCCNC(=O)C2CCN(S(=O)(=O)Cc3ccccc3)CC2)c1	-1%
Cc1ccc(CSc2nnc(-n3c(=O)c(C#N)cc4c(=O)n5cccc(C)c5nc43)s2)cc1	-4%
COc1ccc(-n2ncc3c2ncn2nc(COc4ccc(Cl)cc4)nc32)cc1	1%
COc1ccc(N2C(=O)C(CC(=O)Nc3ccc(Cl)cc3)N(Cc3ccc4c(c3)OCO4)C2=O)cc1 (stereo not drawn)	-16%
Cc1cc(C)n(-c2nnc(Nc3ccc(C(C)C)cc3)c3ccccc23)n1	?
COc1ccc(OCCCCn2c(-c3ccc(Cl)cc3)nc3ccccc3c2=O)cc1	3%
CCOc1ccc(CNS(=O)(=O)c2ccc3c(c2)CCCN3C(C)=O)cc1OC	-4%
CCCC12CN3CC(C)(CN(C1)C3c1ccc(CC)cc1)C2=O (stereo not drawn)	-3%
CCn1c(SC)nc2c([nH]c3ccccc32)c1=O	-9%
CCN(CC)S(=O)(=O)c1ccc(NC(=O)c2ccc3c(=O)n4c(nc3c2)CCCCC4)cc1	2%
O=C(NCc1ccc(F)cc1)c1cc(-c2ccc(Cl)cc2)n[nH]1	-8%
COc1ccc(CNC(=O)c2cc3c(=O)n4cccc(C)c4nc3s2)cc1	0%
O=C(CN1C(=O)CCn2nc(-c3ccccc3)cc21)NCc1ccccc1	3%
Cc1ccccc1Nc1c(-c2cc(Br)ccc2F)nc2ccccn12	-5%
O=c1[nH]c2ccc(NCc3ccccc3F)cc2[nH]1	1%
O=C(Nc1ccc(C(=O)OCc2cc(=O)n3c4c(sc3n2)CCCC4)cc1)c1cccc(F)c1	-1%
CCOc1ccc(/C=C(\C#N)C(=O)Nc2sc3c(c2C(=O)OC)CCC3)cc1OC	-1%
COc1ccc(NC(=O)c2cc3c(=O)n(Cc4cccnc4)ccc3nc2C)cc1Cl	5%
CC(=O)N1c2ccc(S(=O)(=O)NCC3CCC(C(=O)Nc4cccc(C)c4C)CC3)cc2CC1C (stereo not drawn)	4%
Cc1ccc2[nH]c(C(=O)Nc3ccccc3)cc2c1	2.1µM*
CCOc1ccc(/C=C/C(=O)Nc2sc3c(c2C(=O)OC)CCC3)cc1	-6%
Cc1ccccc1C(=O)Nc1sc2c(c1C(=O)N1CCC(C)CC1)CCC(C)C2 (stereo not drawn)	1%
O=C(CCSCc1ccccc1Cl)NCc1ccc(F)cc1Cl	-18%
CCOc1cccc(C2c3c(oc4ccccc4c3=O)C(=O)N2c2nc(C)c(C(=O)OC)s2)c1 (stereo not drawn)	-4%
Cc1ccc(C)c(-n2nnc(-c3nc(-c4ccc(Cl)cc4)no3)c2N)c1	-7%
CCn1c2ccccc2c2cc(NC(=O)COc3cc(C)c(Cl)c(C)c3)ccc21	-8%
COc1ccc(-n2c3c(c(=O)[nH]c2=O)C(NC(=O)c2ccccc2Cl)(C(F)(F)F)C(=O)N3)cc1 (stereo not drawn)	-1%
Cc1ccc([N+](=O)[O-])cc1S(=O)(=O)N1CCn2cccc2C1c1ccccc1F (stereo not drawn)	-8%
CCCCC(=O)Nc1ccc(C(=O)OCc2cc(=O)n3ccsc3n2)cc1	-3%
O=C(NC1CCCC1)c1ccc2c(=O)n(Cc3ccccc3)c(SCc3ccccc3F)nc2c1	-5%
COc1ccccc1NC(=O)CN(c1cc(C)cc(C)c1)S(=O)(=O)c1c(C)[nH]c(=O)[nH]c1=O	?
CCc1ccc(S(=O)(=O)c2c(C(=O)c3ccccc3)cnc3ccc(CC)cc23)cc1	-3%
COc1cccc(C(=O)NCC(c2ccc(N(C)C)cc2)N2CCOCC2)c1OC (stereo not drawn)	0%
Cc1ccc(NC(=O)Nc2sc3nc4n(c(=O)c3c2C)CCC(C)CC4)c(Cl)c1 (stereo not drawn)	2%
COc1cccc(CNC(=O)c2cccc(-n3c(C)nc4cccnc43)c2)c1OC	-2%
COc1cc2c(C(=O)Nc3ccc(C)cc3Br)cn(C)c(=O)c2cc1OC	-2%
Cc1cc(Nc2ccc(C(C)C)cc2)nc(-n2nc(C)cc2C)n1	-15%
CCOC(=O)c1ccccc1NC(=O)C1CCN(c2ncnc3c2nc2n3CCCCC2)CC1	-10%
CCOc1ccc(CCNC(=O)CCn2c(=O)c3cccn3c3ccc(F)cc32)cc1OCC	-11%
Cc1ccccc1NC(=O)CN1C(=O)CCn2nc(-c3cccn3C)cc21	-3%
COc1cc(OC)c(NC(=O)C(C)n2nc(-c3ccc(C)c(C)c3)ccc2=O)cc1Cl (stereo not drawn)	-14%
Cc1ccccc1NC(=O)c1sc2nc(-c3cc4ccccc4oc3=O)[nH]c(=O)c2c1C	0%
Cc1cccn2c(=O)c(C(=O)NCCc3ccccc3)c(O)nc12	?
CCN(CC)C(=O)c1sc2c(c1C)c(=O)n(-c1ccc(Cl)c(Cl)c1)c(=O)n2CC(=O)Nc1cccc(OC)c1	-4%
CCN(CC)CCNC(=O)CN1N=C(c2ccc(OC)cc2)CCC1=O	3%
COc1cccc(OCc2nc3ccccc3n2CCOc2ccc(C)cc2)c1	-15%
CCc1cccc(C)c1NS(=O)(=O)c1c(C(=O)N2CCC(C)CC2)c(C)n(C)c1C	-6%
Cc1nc(-c2ccc(Cl)cc2)sc1CCNC(=O)C(=O)Nc1ccc2c(c1)OCCO2	-3%
Cc1ccc(NC(=O)C(=O)NCC(c2cccnc2)N2CCOCC2)cc1C (stereo not drawn)	-13%
CCOc1ccccc1NC(=O)N1CC(CC)Oc2ccccc21 (stereo not drawn)	-2%
Cc1cccn2c(=O)cc(COc3ccc(NC(=O)C(C)C)cc3)nc12	-6%
COc1cc(Cl)c(NC(=O)CN(C)S(=O)(=O)c2ccc3[nH]c4c(c3c2)CCCC4)c(OC)c1	-5%
CCc1ccc(-n2c(=O)c3cccnc3n2CC(=O)NCc2ccc(F)cc2)cc1	-4%
CCn1c2c(c(=O)n3ncc(C(=O)Nc4ccc(F)c(Cl)c4)c13)CN(Cc1ccc(OC)cc1)CC2	-19%
CCCCNC(=O)c1nn(-c2ccc(C)cc2)c(=O)n(C)c1=O	-1%
O=C(C1CCC1)N1CCCc2cc(S(=O)(=O)N3CCN(c4cccc(Cl)c4)CC3)ccc21	2%
Cc1ccc(-n2nnnc2CNC(=O)C(C)(C)C)cc1C	-2%
CCOc1ccccc1CNC(=O)c1ccc2c(c1)nc1n2CCCCC1	?
CCOc1ccc(-c2c(C)nn3c(C)c(C(=O)NCCc4ccccc4)cnc23)cc1OCC	0%

Pulled by structure from above, 2 records:
Compound	FLuc counter
Cc1cccn2c(=O)c(C(=O)NCCc3ccccc3)c(O)nc12	?
Cc1ccccc1NC(=O)c1sc2nc(-c3cc4ccccc4oc3=O)[nH]c(=O)c2c1C	0%

Returning to the listing, repeating the three entries before the break.
Compound	FLuc counter
Cc1ccc(-n2nnnc2CNC(=O)C(C)(C)C)cc1C	-2%
CCOc1ccccc1CNC(=O)c1ccc2c(c1)nc1n2CCCCC1	?
CCOc1ccc(-c2c(C)nn3c(C)c(C(=O)NCCc4ccccc4)cnc23)cc1OCC	0%
CCC(=O)N1CCc2cc(S(=O)(=O)NC(CC(C)C)C(=O)NCCc3ccccc3)ccc21 (stereo not drawn)	-4%
Cc1ccc(-c2noc(-c3ccccc3NC(=O)C3CC(=O)N(c4cccc(C)c4)C3)n2)cc1 (stereo not drawn)	-5%
Cn1cc(-c2cc3n(n2)CCC(=O)N3CCCC(=O)NCc2ccccc2Cl)c2ccccc21	-3%
CCCCNc1cc(N2CCN(C3CCCCC3)CC2)c2noc3c2c1C(=O)c1ccccc1-3	7%
Cc1ccc(-n2nc(CO)c(C(=O)NCc3ccccn3)n2)cc1C	?
CCC(C(=O)Nc1ccc(C(C)=O)cc1)n1cnc2nc3c(cc2c1=O)CCCC3 (stereo not drawn)	4%
CCN(C(=O)CCn1cnc2onc(-c3ccc(F)cc3)c2c1=O)c1ccc(OC)cc1	6%
COc1ccc(-n2nnc(-c3nc(-c4cccs4)no3)c2N)cc1	-6%
Nc1c(C(=O)NCc2ccc(Cl)cc2Cl)nnn1Cc1ccc(Br)cc1	-8%
Cc1c(C(=O)N2CCOCC2)oc2c1-c1nn(CC(=O)NCc3cccc(F)c3)cc1CC2	-8%
CCOC(=O)c1c(C)oc2ncnc(Nc3cc(Cl)ccc3OC)c12	2%
CCc1ccc(C2=NN(CCC(=O)NCCc3ccc(OC)c(OC)c3)C(=O)CC2)cc1	4%
CS(=O)(=O)c1cccc(-c2nnc(NC(=O)c3ccc4c(c3)OCCO4)o2)c1	?
COc1ccc(-c2cc(C(=O)Oc3cccc(C)c3C)c3ccccc3n2)cc1	?
CC(NC(=O)c1ccc2nc(Cc3ccccc3)oc2c1)c1ccccc1 (stereo not drawn)	-2%
COC(=O)c1cc(C)nc2c1c(=O)nc(SCc1ccccc1C)n2C1CC1	-12%
CC1CN(C(=O)Nc2ccc(C(=O)NCCc3ccc(Cl)cc3)cc2)c2ccccc2S1 (stereo not drawn)	-5%
Cc1cc(C)c2nc(C)cc(Nc3cccc(C(=O)O)c3)c2c1	-2%
COc1ccc(OC)c(S(=O)(=O)N2CCN(Cc3nc4ccc(C)cc4o3)CC2)c1	0%
O=C(Nc1ccccc1F)c1nc(SCc2ccccc2F)ncc1Cl	4%
Cc1cccc(NC(=O)c2cc(S(=O)(=O)NCc3ccc4c(c3)OCO4)ccc2F)c1C	1%
Cc1cccc(-c2nc(SCC(=O)Nc3ccc4c(c3)OCO4)c(-c3ccccc3)[nH]2)c1	?
CC(=O)Nc1ccc(C(=O)Nc2ccc3c(c2)N(C2CCCC2)C(=O)c2ccccc2S3)cc1	-8%
CCOC(=O)c1c(NC(=O)c2cc(-c3cccc(Cl)c3)on2)sc(C(C)=O)c1C	-6%
O=C(CCOc1ccccc1)N(Cc1cccnc1)c1nc2ccc(Cl)cc2s1	-5%
Cc1cc(C)c(NC(=O)CSc2nc3nccnc3c(=O)n2CCc2c[nH]c3ccccc23)c(C)c1	2%
CC1(C)CC(=O)c2c(oc3c(Cl)cc(NS(=O)(=O)c4ccc(Br)cc4)cc23)C1	-7%
CCOc1ccc(-n2c(=O)c3c(C)c(C)sc3n(CC(=O)Nc3ccc(CC)cc3)c2=O)cc1	-2%
Cc1cc(C)cc(OCC(=O)NCC2(N3CCOCC3)CCCCC2)c1	4%
CCOc1ccc(NC(=O)CSc2nc3ccccc3c(=O)n2CCC(=O)NC2CCCCC2)cc1	-4%

Copied from the list.
FLuc counter with Cc1cccc(NC(=O)c2cc(S(=O)(=O)NCc3ccc4c(c3)OCO4)ccc2F)c1C stands at 1%
FLuc counter with CCC(=O)N1CCc2cc(S(=O)(=O)NC(CC(C)C)C(=O)NCCc3ccccc3)ccc21 (stereo not drawn) stands at -4%

(continued)
Compound	FLuc counter
Cc1ccc(-n2nc3c(N4CCC(C(=O)NC(C)c5ccccc5)CC4)nnc(C)c3c2C)cc1 (stereo not drawn)	5%
Cn1cc(S(=O)(=O)N2CCOCC2)cc1C(=O)Nc1ccc(Cl)c(C(F)(F)F)c1	5%
Cc1ccsc1CN1CCc2nc(N3CCN(c4ccccc4F)CC3)ncc2C1	-3%
COc1ccc(CNC(=O)C2=C(C)C(=O)OC23CCCCC3)cc1	-13%
CCc1nn(CC(=O)NCc2ccco2)c(=O)c2cc3c(OC)cccc3n12	-3%
Cc1ccc(C(C)C)c(OCCCn2c(=O)oc3ccc(C)cc32)c1	-10%
COc1ccc(CCNC(=O)c2ccc(Cn3c(SCC(=O)NCCC(C)C)nc4cc5c(cc4c3=O)OCO5)cc2)cc1OC	-9%
CCc1cccc(NC(=O)CN(C)S(=O)(=O)c2ccc3c(c2)n(C)c(=O)c(=O)n3C)c1	3%
COc1ccc(CCNC(=O)c2cc(-c3ccc(C)c(C)c3)nc3ccccc23)cc1OC	2.7µM*
COc1cccc(Cn2c(CNC(=O)c3cc([N+](=O)[O-])ccc3Cl)nc3cccnc32)c1	-4%
O=C(Cc1ccccc1)Nc1sc2c(c1C(=O)Nc1ccccc1)CCCCC2	-11%
COc1cccc(OCc2cc(=O)n3c(-c4ccccc4)csc3n2)c1	?
COc1ccc(C2c3c(n(C)c4ccccc34)C(=O)N2CC(=O)Nc2ccc(F)cc2)cc1 (stereo not drawn)	1%
COC(=O)c1ccccc1NC(=O)Cn1cnc2sc(C)c(S(=O)(=O)N3CCC(C)CC3)c2c1=O	-9%
Cc1ccc(NC(=O)C2CCN(S(=O)(=O)c3ccc4[nH]c5c(c4c3)CCCCC5)CC2)cc1	-2%
Clc1ccc(Nc2nc(-c3ccccc3)c3cc(Cl)ccc3n2)cc1	-6%
COc1ccc(-n2nc(C(=O)N3CCN(c4ccccc4OC)CC3)c3c4ccccc4n(C)c3c2=O)cc1Cl	1%
CCN(c1cc(C)cc(C)c1)S(=O)(=O)c1nnc(NC(=O)c2ccccc2C)s1	3%
Cc1cc(C)cc(-n2ccn(Cc3ccc(F)cc3)c(=O)c2=O)c1	?
CCc1ccc(NC(=O)c2ccc3c(O)c(S(=O)(=O)c4ccc(Cl)cc4)c(=O)[nH]c3c2)cc1	7.6µM*
Cc1ccc(C(=O)N2CCN(c3ccccc3)CC2)cc1NC(=O)c1nsc2ccccc12	-4%

A portion of the library (hit frequency here may not be typical).
